FBPA Giardia inh: blocks Giardia fructose-bisphosphate aldolase activity | purified Giardia FBPA | Potency, µM (doses to about 59.6 µM), for the others: at the highest dose activity, negative = inhibition, actives largely listed as inhibitors | 0.71% of 290,000 active | AID 2451; further: potency means the concentration at half of the fitted maximal effect; nearly all actives have a fitted effect of over 55% in size
Target sequence (A8B2U2 whole entry, looked up): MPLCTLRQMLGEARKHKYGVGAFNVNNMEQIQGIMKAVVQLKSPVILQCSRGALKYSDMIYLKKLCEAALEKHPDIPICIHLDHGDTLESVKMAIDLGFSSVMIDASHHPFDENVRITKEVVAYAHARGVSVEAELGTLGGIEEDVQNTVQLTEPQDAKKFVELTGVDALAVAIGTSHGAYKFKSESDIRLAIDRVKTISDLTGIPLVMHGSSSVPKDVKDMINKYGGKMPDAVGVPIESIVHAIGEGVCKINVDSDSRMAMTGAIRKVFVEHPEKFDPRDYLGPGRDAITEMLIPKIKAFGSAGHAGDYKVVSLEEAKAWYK
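40 nM FBPA preincubated 10 min at RT with compound (up to 57.5 uM final), then substrate plus GAPDH/TPI/NAD/arsenate coupling and diaphorase/resazurin added. Fluorescence read after 20 min at RT, 525/598 nm.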
AMA1-RON2 inh: AMA1-RON2 (P. falciparum) interaction inhibition; AlphaScreen AMA1-biotinylated RON2 peptide binding; 0.2% of 360,000 active; Potency, µM (doses to about 58.2 µM), for inactives: at the top dose activity change, negative = inhibition, actives largely listed as inhibitors;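 further: potency means the concentration at half of the fitted maximal effect; 0% = vehicle wells and -100% = peptide control; nearly all actives have a fitted effect of over 45% in size; some results filed as inactive show a strong effect at the top dose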
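AMA1 (3D7) with his tag at 25 nM final met compounds first, then biotinylated RON2 peptide at 25 nM; detection used donor plus acceptor beads, 10 µg/mL apiece, read by AlphaScreen after 30 min at room temperature.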
HCMV inh: human cytomegalovirus inhibition; HFF cells, HCMV-luciferase reporter, 72 h; stronger effect = lower value; AID 1259415; 4.5% of 410,000 active; activity change, negative = inhibition, % at 57.5 µM; in the data active means activity change below about -60%; inconclusive means no clear call, values can overlap the other calls; inactive means above about -39%
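Two-dose cell screen: HFF monolayers treated with compounds and infected with luciferase-expressing HCMV at 1 PFU/cell, 72 h at 37C, then lysed for luciferase measurement.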
HCV inh: HCV inhibition; 3.4% of 340,000 active; Huh7.5.1 HCVcc-Cre infection, luciferase reporter, 44 h; Potency, µM (series often up to 41.8 µM), for the others: at the highest dose activity change, negative = inhibition, most hits filed as inhibitors; AID 651820; further: potency means the concentration at half of the fitted maximal effect
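Cells seeded at 1,000/well and cultured 4 h, then compounds added followed by HCVcc-Cre virus (~0.5 moi). After 44 h further culture, luciferase substrate was added, plates held 15 min at room temperature, and luminescence read for 15 sec.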
AmpC inh detg: inhibitors of E. coli AmpC beta-lactamase with detergent; P00811; AmpC hydrolysis of nitrocefin, absorbance 480 nm, 0.01% Triton; Potency, µM (series often up to 114 µM), for the others: top-dose activity change, negative = inhibition, usual class: inhibitors; 0.041% of 370,000 active; AID 485294;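 further: potency means the concentration at half of the fitted maximal effect; 0% = no-compound wells and -100% = no-enzyme wells; nearly all actives have a fitted effect of over 25% in size; some results filed as inactive show a strong effect at the top dose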
Target sequence (P00811 whole entry, looked up): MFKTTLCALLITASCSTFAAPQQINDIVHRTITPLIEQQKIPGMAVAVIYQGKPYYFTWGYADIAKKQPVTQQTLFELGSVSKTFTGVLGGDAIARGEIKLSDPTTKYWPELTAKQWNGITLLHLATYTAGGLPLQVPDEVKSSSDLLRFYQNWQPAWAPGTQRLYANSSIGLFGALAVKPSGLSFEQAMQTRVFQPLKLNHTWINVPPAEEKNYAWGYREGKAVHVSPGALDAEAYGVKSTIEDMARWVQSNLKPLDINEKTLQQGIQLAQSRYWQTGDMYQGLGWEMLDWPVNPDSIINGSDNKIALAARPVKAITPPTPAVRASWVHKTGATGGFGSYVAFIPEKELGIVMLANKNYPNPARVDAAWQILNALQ
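AmpC (5.3 nM in the dispensed reagent) in 20 mM phosphate pH 7.0 with 0.01% (detergent screen) or 0.0001% Triton X-100 was preincubated with compounds for 15 min at room temperature. Nitrocefin was then added from an 800 uM solution, and hydrolysis was followed at 480 nm.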
Sm TGR inh: S. mansoni TGR enzyme inhibition. Q962Y6. purified TGR, DTNB reduction, TNB absorbance 405 nm. Potency, µM (doses to about 114 µM), for inactives: at the highest dose activity change, negative = inhibition, usual class: inhibitors. 3% of 360,000 active; further: potency means the concentration at half of the fitted maximal effect; nearly all actives have a fitted effect of over 60% in size
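TGR 20 nM + NADPH 100 uM (dispensed conc.), cpd preinc 15 min RT; start with NADPH (500 uM addition) then DTNB (15 mM addition). Kinetic TNB absorbance, 405 nm filter. Four-parameter Hill fit across titration.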
* marks the source's active call; other numbers are inactive results; ? = inconclusive; . = no result given; & = joins results of further samples; [ ] = another dose, or the depositor's remark. Unless noted, the call rests on the fitted dose curve; in most records, active means well fitted curve in the direction sought with a large enough effect; inconclusive means small, poorly fitted or top-dose-only effect, or another doubt; inactive means no such curve, though single readings can be large; an effect the other way counts as inactive or inconclusive. Unless noted, on the % scale 0 is the no-effect control and ±100 the full control effect.

Screens in order: FBPA Giardia inh | AMA1-RON2 inh | HCMV inh | HCV inh | AmpC inh detg | Sm TGR inh
1	COC(=O)COc1cccc2c(=O)n(CC(=O)N3CCCCC3)ccc12
→ -0.1% | -0.3% | 17.1 | 16.6% | 1.8% | 14.9%
2	Cc1c(Cl)cnc(NC(=O)COC(=O)/C=C/c2ccco2)c1Cl
→ . | 1.4% | -6.6 | 2.9% | ? | 10µM*
3	CCOC(=O)c1c(C)c(C(=O)Nc2ccc3c(c2)OCCO3)c(C)n1CC
→ -18.6% | -5.1% | 8.6 | -18.0% | -14.0% | 3.4%
4	CCCCc1nc(Cl)c(CO)n1Cc1ccc(-c2ccccc2-c2nnn[nH]2)cc1
→ . | -4.6% | 31.6 | -10.0% | . | .
5	O=C(c1cc(F)ccc1F)C1CCCN(Cc2cc(Cl)ccc2O)C1 (stereo not given)
→ 9.6% | -7.9% | -30.0 | ? | -14.9% | -17.2%
6	NC(=O)c1ccccc1NC(=O)CN1CCOCC1
→ 0.7% | 12.2% | 27.6 | 7.4% | -7.1% | 0.1%
7	CCCNS(=O)(=O)c1ccc(OCC(=O)N2CCN(Cc3ccc4c(c3)OCO4)CC2)c(C)c1
→ . | -7.3% | ? | 7.94µM* | 1.3% | -12.3%
8	C=CC[N+]1(CC#CCOC(c2ccccc2)c2ccccc2)CCOCC1
→ 4.7% | 1.7% | -16.4 | -6.2% | -1.0% | 2.7%
9	CCS(=O)(=O)N1CCN(c2ccc([N+](=O)[O-])c(NC(C)c3ccccc3)c2)CC1 (stereo not given)
→ ? | -26.9% | ? | ? | -1.7% | -1.0%
10	COc1ccc2nc(N=Nc3ccc(N(C)C)cc3)sc2c1
→ 0.9% | ? | 25.4 | 3.7% | -3.3% | -1.0%
11	CC1CCN(S(=O)(=O)c2ccc(NC(=O)c3cccs3)cc2)CC1
→ -3.9% | -1.7% | -32.0 | ? | ? | 11.3%
12	CCOC(=O)NC1Cc2ccccc2C1Sc1ccccn1 (stereo not given)
→ -8.1% | -8.2% | 78.9 | 1.2% | -0.3% | 0.7%
13	CCOCc1nnc(NC(=O)c2cccc(OC)c2)s1
→ -7.8% | -8.4% | 90.2 | -11.2% | 7.5% | .
14	CCOc1ccc(OCC)c(S(=O)(=O)NCc2cccnc2)c1
→ -0.1% | 9.3% | 10.1 | 0.6% | 0.1% | -13.5%
15	O=C(NCCOc1nc(N2CCCCC2)nc(N2CCOCC2)n1)Nc1ccccc1
→ -3.4% | 16.3% | -77.4* | 8.91µM* | -2.1% | 0.2%

Brought forward from above: 3 entries; new compounds follow.
Screens in order: FBPA Giardia inh | AMA1-RON2 inh | HCMV inh | HCV inh | AmpC inh detg | Sm TGR inh
13	CCOCc1nnc(NC(=O)c2cccc(OC)c2)s1
→ -7.8% | -8.4% | 90.2 | -11.2% | 7.5% | .
14	CCOc1ccc(OCC)c(S(=O)(=O)NCc2cccnc2)c1
→ -0.1% | 9.3% | 10.1 | 0.6% | 0.1% | -13.5%
15	O=C(NCCOc1nc(N2CCCCC2)nc(N2CCOCC2)n1)Nc1ccccc1
→ -3.4% | 16.3% | -77.4* | 8.91µM* | -2.1% | 0.2%
16	Cc1ccc(C)c(NS(=O)(=O)c2ccc(NC(=O)c3ccco3)cc2)c1
→ -0.1% | 22.7% | -25.7 | -25.1% | ? | 2.9%
17	CN(C)CC/C=C1/c2ccccc2COc2ccccc21
→ -1.4%&1.1% | . | . | . | 3.7% | 20µM*
18	CN(C)S(=O)(=O)c1cccc(NC(=S)NNC(=O)c2cc3ccccc3cc2O)c1
→ . | 73.3%[activator] | 1.8 | ? | -1.4% | -4.5%
19	N#CC1(c2c(O)nc3n(c2=O)CCCS3)CCCCC1
→ -12.1% | 13.7% | 18.3 | 2.1% | ? | -2.2%
20	COc1ccc(S(=O)(=O)Nc2cccc(-c3ccc4nncn4n3)c2)c(OC)c1
→ . | -23.9% | -16.0 | ? | -20.9% | -2.2%
21	COc1ccccc1CNC(=O)CN1C(=O)c2ccccc2S1(=O)=O
→ 5.8% | 0.6% | 5.1 | 1.4% | -2.7% | 8.1%
22	C=CCNC(=O)CSc1nc2sc3c(c2c(=O)n1CCC)CCC3
→ 10.6% | -3.0% | 24.5 | ? | 0.7% | 10.0%
23	COc1cc(/C=N/Nc2ccc(Cl)nn2)cc(OC)c1O
→ -23.7% | 9.7% | 51.6 | 11.7% | 2.3% | 0.2%
24	O=C(CN(C(=O)CNC(=O)c1ccco1)c1ccc2c(c1)OCCO2)NC1CCCC1
→ 18.9% | 3.0% | 20.8 | -11.5% | -0.7% | 5.4%[57.1 µM]
25	Cc1ccc(-c2nnn(CC(=O)N(CC(=O)NC3CCCC3)c3cccc(F)c3)n2)o1
→ -8.1% | -9.1% | -85.5* | -12.6% | ? | -4.2%
26	Cc1cc(C)c(/C=C/c2onc(C)c2S(=O)(=O)N2CCC(C(=O)NCc3ccccc3Cl)CC2)c(C)c1
→ . | . | 21.3 | . | 10.2% | 0.9%
27	O=[N+]([O-])c1ccc2[nH]c(=S)sc2c1
→ . | 40.7%[activator] | 7.1 | -21.0% | . | .
28	Cc1ccc(OC(=O)CCC(=O)NC(C)c2ccccc2)cc1 (stereo not given)
→ 0.5% | -5.6% | ? | 37.4%[activator] | -3.4% | -2.6%
29	Cc1onc(-c2c(F)cccc2Cl)c1C(=O)OCC(=O)Nc1cccc(S(=O)(=O)N(C)C)c1
→ . | 5.4%[11.6 µM] | -70.0* | ? | . | .
30	Cc1nc2ccc(NC(=O)c3cncc(Br)c3)cc2s1
→ 0.8% | -1.9% | ? | ? | -9.3% | -3.7%

Next entries.
Screens in order: FBPA Giardia inh | AMA1-RON2 inh | HCMV inh | HCV inh | AmpC inh detg | Sm TGR inh
31	CCOc1ccc(C(=O)NC(=S)Nc2ccc(N3CCOCC3)c(Cl)c2)cc1[N+](=O)[O-]
→ -2.1% | 45.1%[activator] | ? | ? | -15.6% | -10.0%
32	COc1ccccc1N1CCN(S(=O)(=O)c2ccc3c(c2)NC(=O)CS3)CC1
→ . | 1.6% | -26.4 | ? | -5.1% | 1.2%
33	CCn1c(/C=N/n2cnnc2)nc2ccccc21
→ 0.4% | 1.2% | 78.4 | 13.0% | ? | 2.9%
34	O=c1c(Cc2ccc(Cl)cc2)c(O)ccn1Cc1cccs1
→ -5.5% | 10.1% | 32.3 | 22.9% | -4.3% | 29.7%
35	COc1ccc(NC(=O)CCN2CCN(S(=O)(=O)c3ccc(Cl)cc3)CC2)cc1
→ -0.6% | 2.9% | -38.0 | -13.4% | -6.0% | -4.0%
36	O=C(c1cn2ccccc2n1)N1CCc2c([nH]c3ccccc23)C1c1ccccn1 (stereo not given)
→ -16.4% | 10.3% | 23.7 | 13.0% | 1.0% | -15.2%
37	CC1(C)CC(CCNCc2ccc3c(c2)OCO3)(Cc2ccccc2)CCO1 (stereo not given)
→ -6.7% | -12.2% | -39.0 | -10.0% | -0.5% | -6.9%[57.1 µM]
38	CCc1nnc(NC(=O)CSc2nncc(=O)n2N)s1
→ 25.1µM* | 70.0%[activator] | -5.5 | 7.2% | -2.7% | -25.6%
39	Cc1ccnc2nc(C(=O)N3CCN(c4ccc(F)cc4)CC3)nn12
→ -4.1% | 0.4% | 46.3 | -16.2% | -17.1% | -25.8%
40	COc1ccc2cc3cc(C(=O)NCc4ccccc4OC)oc3nc2c1
→ . | . | -10.4 | . | 0.7% | 1.4%
41	CCN(C(=O)c1ccco1)c1nc(CC(=O)Nc2ccc(Cl)cc2)cs1
→ ? | 8.4% | -30.9 | ? | -10.2% | 0.0%
42	CC(NC(=O)c1cc2ccccc2o1)C(=O)O (stereo not given)
→ 2.6% | 12.9% | 30.8 | -3.0% | -0.6% | 2.5%
43	Cc1ccc(NC(=O)c2ccccn2)cc1S(=O)(=O)N1CCOCC1
→ -10.4% | 16.5% | ? | -0.1% | ? | -2.8%
44	COc1ccc(CC(=O)NC2CC(C)(C)NC(C)(C)C2)cc1
→ 4.2% | 0.8% | 52.4 | -3.3% | 1.4% | -1.2%
45	O=C(NNC1=C(C(=O)C(F)(F)F)CCC1)c1cccc(O)c1
→ 0.1% | 15.9% | 84.7 | 9.4% | ? | -13.7%

Profiles from above. Order of screens: FBPA Giardia inh, AMA1-RON2 inh, HCMV inh, HCV inh, AmpC inh detg, Sm TGR inh
COc1ccc(CC(=O)NC2CC(C)(C)NC(C)(C)C2)cc1 in the list: 4.2%, 0.8%, 52.4, -3.3%, 1.4%, -1.2%
CC1CCN(S(=O)(=O)c2ccc(NC(=O)c3cccs3)cc2)CC1 in the list: -3.9%, -1.7%, -32.0, ?, ?, 11.3%

Continued:
Screens in order: FBPA Giardia inh | AMA1-RON2 inh | HCMV inh | HCV inh | AmpC inh detg | Sm TGR inh
46	O=C(Nc1ccc(N2CCOCC2)cc1)c1ccc2c(c1)OCO2
→ -0.1% | -2.4% | 54.1 | -29.1% | -0.1% | 3.0%
47	CCOc1ccc(CCNC(=O)COC(=O)CSc2ccc(C)cc2)cc1OCC
→ . | -20.9% | 3.0 | -14.5% | -11.7% | -4.1%
48	CCCc1nnc(NC(=O)C2CCN(C(=O)c3ccco3)CC2)s1
→ 5.5% | -3.8% | 8.3 | -5.7% | -12.5% | 3.5%
49	Cn1c(N/N=C/c2cccs2)nc2c1c(=O)n(Cc1ccccc1)c(=O)n2C
→ -2.4% | 35.6%[activator] | 34.2 | ? | -7.9% | 2.2%
50	COC(=O)c1ccccc1C(=O)N1CCCC(C(=O)c2ccc(OC)c(OC)c2)C1 (stereo not given)
→ . | 8.5% | 6.4 | 0.7% | 3.1% | 2.6%
51	CN(Cc1cnn(C)c1)C(=O)c1ccc(OC2CCN(CCc3ccccc3)CC2)cc1
→ 4.3% | -26.1% | -13.7 | 9.6% | -4.9% | -7.0%
52	Cn1nc(C(F)(F)F)c(C(=O)Nc2cccc(Cl)c2)c1Cl
→ 0.4% | -13.3% | -20.9 | -11.5% | 0.6% | 17.9%
53	Cc1cc(-c2nn(-c3ccccc3F)cc2CN(C)CC(O)CO)c(C)s1 (stereo not given)
→ -0.5% | -10.3% | -30.2 | ? | -0.9% | 15.7%
54	Cc1ccc(S(=O)(=O)NCc2ccc(C(=O)NC3CCC(O)CC3)cc2)cc1C (stereo not given)
→ . | 13.0% | 120.4 | 14.3% | -10.7% | -4.2%
55	CCOc1cc(CNS(=O)(=O)c2ccc3c(c2)C(C)(C)C(=O)N3)cc(OCC)c1OCC
→ . | . | 0.0 | . | 10.8% | 7.6%
56	CN(Cc1ccccc1F)C(=O)c1ccc(Oc2ccccc2)cc1
→ -2.7% | 48.2%[activator] | -10.2 | -11.6% | -1.1% | 18.4%
57	N=c1sccn1CC(=O)Nc1ccccc1Cc1ccccc1
→ 0.4% | 16.5% | -6.4 | -7.2% | -9.0% | ?
58	CCOC(=O)c1ccc(NC(=O)CN2c3ccccc3S(=O)(=O)c3ccccc32)cc1
→ . | . | 8.3 | . | 17.8% | 2.5%
59	O=C(COC(=O)c1cnc(Cl)c(Cl)c1)NCc1cccs1
→ 3.1% | 10.9% | -26.6 | 12.4% | -6.4% | -2.4%
60	O=C(NCCn1ccc2ccccc21)c1ccc(Cl)cc1
→ . | . | 94.7 | . | 1.5% | -3.2%
61	O=C(CSc1ncnc2ccccc12)Nc1cccc(S(=O)(=O)N2CCOCC2)c1
→ 1.8% | -3.6% | 26.3 | -19.8% | ? | -6.8%
